Screening results deposited in PubChem by several laboratories.
rCAG binder: binders of r(CAG) RNA repeats, primary screen, biochemical, fluorescence; hit rate 1.3% among 370,000; r(CAG) RNA repeat, TO-PRO-1 dye displacement fluorescence; inhibition, % at 3 µM; AID 651821, 2012;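 active = inhibition above the plate cutoff, the mean of all test compounds on that plate plus 3 SD, cut at about 35% in these data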;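 also: 0% = DMSO alone and 100% = 100 µM mitoxantrone as full dye displacement; higher means more dye released from RNA so lower well fluorescence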
ADAM10 inh: human ADAM10 inhibitors, primary screen, biochemical, QFRET, HTS; inhibition, % at 7 µM; hit rate 0.62% among 370,000; recombinant ADAM10, EDANS/DABCYL FRET peptide cleavage, 3 h; Disintegrin and metalloproteinase domain-containing protein 10 (Homo sapiens), O14672;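 active = inhibition above a per-campaign cutoff equal to the mean of compounds falling between control-based bounds plus 3 SD, cut at about 20% in these data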;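 also: 0% = DMSO wells while the 100% control is not disclosed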
DDE Tn6 FP inh: inhibitors of Tn6 peptide binding to fibrin DD(E), primary screen, biochemical, fluorescence polarization, human fibrin, Tn6 probe; Fibrin DD(E) TRITC-Tn6 fluorescence polarization displacement; inhibition, % at 8.3 µM; hit rate 0.21% among 370,000; AID 720509, 2013;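 active = inhibition above a per-campaign cutoff: mean of compounds within control limits plus 3 SD, cut at about 15% in these data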;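 also: 0% = median of all compound wells on the plate and 100% = blocking peptide control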
Target sequence (P02675 whole entry, looked up): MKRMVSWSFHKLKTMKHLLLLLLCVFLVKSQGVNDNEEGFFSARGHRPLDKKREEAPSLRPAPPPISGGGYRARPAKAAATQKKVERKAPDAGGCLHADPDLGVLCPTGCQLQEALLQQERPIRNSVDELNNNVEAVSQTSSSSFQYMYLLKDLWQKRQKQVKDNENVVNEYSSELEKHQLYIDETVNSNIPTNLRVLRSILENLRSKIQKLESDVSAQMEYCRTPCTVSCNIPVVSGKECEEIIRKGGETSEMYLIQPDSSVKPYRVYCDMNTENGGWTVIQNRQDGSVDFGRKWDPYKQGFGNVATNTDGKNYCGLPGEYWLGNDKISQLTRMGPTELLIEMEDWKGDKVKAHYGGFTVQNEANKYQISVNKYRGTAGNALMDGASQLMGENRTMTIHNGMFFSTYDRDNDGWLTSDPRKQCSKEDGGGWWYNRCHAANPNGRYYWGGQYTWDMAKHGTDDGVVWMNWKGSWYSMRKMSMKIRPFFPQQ
GC-A act: GC-A stimulated cGMP production enhancers – HEK293 GC-A cells, cGMP TR-FRET, EC30 ANP, primary screen; 0% at EC30 ANP, 100% saturating ANP; activation, % at 10 µM; hit rate 0.14% among 370,000; in the data active = activation above about 40%
ASAP1 inh: inhibitors of human ASAP1 ArfGAP activity, primary screen, biochemical, fluorescence polarization; Arf-GAP with SH3 domain, ANK repeat and PH domain-containing protein 1 (Homo sapiens), …; ASAP1-stimulated ARF1 GTP hydrolysis, GDP FP detection; inhibition, % at 16.5 µM; hit rate 0.19% among 360,000; AID 624377, 2012; in the data active = inhibition above about 25%;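 also: 0% = vehicle with enzyme and substrate and 100% = no enzyme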
NPR2 activator: human GC-B receptor activators, primary screen, HEK293 GC-B cells, cGMP TR-FRET, EC30 CNP. Atrial natriuretic peptide receptor 2 (Homo sapiens), P20594. activation, % at 10 µM. hit rate 0.11% among 370,000. AID 1920062, 2024. 0% at EC30 CNP, 100% saturating CNP;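 active = activation at 10 µM reaching about 35% in either raw or pattern-adjusted values, limit read from the data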
ARFGAP1 inh: inhibitors of rat ARFGAP1 GAP activity, primary screen, biochemical, fluorescence polarization, GDP tracer. ADP-ribosylation factor GTPase-activating protein 1 (Rattus norvegicus), Q62848. Arfgap1-stimulated ARF1 GTP hydrolysis, GDP FP detection. inhibition, % at 16.5 µM. hit rate 0.26% among 360,000. AID 651572, 2012;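 active = inhibition above a per-plate limit, mean inhibition of low control wells plus 3 SD, cut at about 25% in these data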;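 also: 0% = DMSO wells with enzyme and 100% = wells lacking Arfgap1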
Target sequence (Q62848 1-136 limits assumed): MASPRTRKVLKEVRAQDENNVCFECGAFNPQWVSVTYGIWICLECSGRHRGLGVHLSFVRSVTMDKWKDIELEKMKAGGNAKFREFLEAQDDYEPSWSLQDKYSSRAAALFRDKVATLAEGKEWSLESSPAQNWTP
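system = rat Arfgap1 catalytic domain, aa 1-136 | technique = FP, GDP Alexa 633 tracer displaced from anti-GDP antibody, 620/688 nm | compound = one concentration, 16.5 µM, DMSO 1.26% | medium = HEPES-based buffer, pH 7.5 | timing = compound-enzyme preincubation 20 min, reaction 120 min, detection 60 min, 25 °C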
HGIII-sPLA2 inh: human group III sPLA2 inhibitors, primary screen, biochemical, QFRET, BODIPY PC-A2 liposome substrate; hit rate 0.56% among 370,000; inhibition, % at 12.2 µM; QFRET BODIPY PC-A2 liposome hydrolysis, fluorescence; Group 3 secretory phospholipase A2 (Homo sapiens), Q9NZ20; AID 743126, 2013;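 active = inhibition above mean plus 3 SD of compounds lying within the high and low control bounds, cut at about 19% in these data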;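 also: 0% = median of test compound wells and 100% = no enzyme DMSO wells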
FXN GAA850 act: FXN promoter activators, primary screen, cell-based, luciferase luminescence, HEK293 lucGAA850; hit rate 0.56% among 360,000; AID 540364, 2011; activation, % at 6 µM; HEK293 lucGAA850 FXN promoter luciferase reporter, 24 h; percent of 10 µM SAHA response;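 active = activation above the average of all compounds screened plus 3 SD, cutoff fixed separately per campaign, cut at about 7.5% in these data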;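 also: 0% = DMSO wells and 100% = 10 µM SAHA wells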
KLK7 zymogen act: proKLK7 zymogen activators, primary screen, biochemical, fluorescence intensity. activation, % at 7 µM. Kallikrein-7 (Homo sapiens), P49862. hit rate 0.9% among 370,000. purified proKLK7, EDANS-DABCYL substrate fluorescence; 100% is mature enzyme control, 0% vehicle;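 active = activation above the mean of all tested compounds plus 3 SD, computed per campaign excluding outliers beyond control limits, cut at about 13% in these data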
Target sequence (P49862 whole entry, looked up): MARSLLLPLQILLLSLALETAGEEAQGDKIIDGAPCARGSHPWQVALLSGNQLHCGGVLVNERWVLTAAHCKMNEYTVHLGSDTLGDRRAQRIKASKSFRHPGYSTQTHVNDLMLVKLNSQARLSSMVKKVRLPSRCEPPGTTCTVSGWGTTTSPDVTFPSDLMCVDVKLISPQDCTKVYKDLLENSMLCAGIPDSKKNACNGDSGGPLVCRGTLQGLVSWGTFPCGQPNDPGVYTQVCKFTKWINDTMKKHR
An asterisk follows results filed as active; . = no result given.

(1) CCCCN1CC(C)(C)[C@H](CC(=O)Nc2ccc(Br)cc2)C1=O
(2) COC(=O)c1c(C(=O)OC)c(-c2cccc(Cl)c2)n2c1CS(=O)C2 (stereo not drawn)
(3) CCOC(=O)c1c(-c2cccc3ccccc23)csc1NC(=O)C1C2CCC(O2)C1C(=O)O (stereo not drawn)
(4) COc1ccc(CC(=O)NC2CCCc3ccccc32)cc1 (stereo not drawn)
(5) C/C(=C\c1ccc(C)o1)C(=O)c1c(C)cc(C)[nH]c1=O
(6) Cc1oncc1C(=O)Nc1cccc(C#N)c1
(7) Cc1ccc(C)c(NC(=O)c2cnn3ccccc23)c1
(8) O=C(CNC(=O)c1ccccc1)OC(C(=O)Nc1cc(C(F)(F)F)ccc1Cl)c1ccccc1 (stereo not drawn)

Screen / compound no.	1	2	3	4	5	6	7	8
rCAG binder	-1	-1	26	-2	0	2	2	0
ADAM10 inh	0	-14	-1	-2	-6	6	1	8
DDE Tn6 FP inh	-8	-6	-5	4	-1	3	-3	-10
GC-A act	2	3	-1	-4	3	1	-2	-8
ASAP1 inh	8	-3	-4	-6	0	-1	-9	-2
NPR2 activator	0	4	-2	0	4	-2	0	-13
ARFGAP1 inh	5	0	-8	4	-1	10	19	5
HGIII-sPLA2 inh	-2	2	-16	-3	3	-2	-5	-26
FXN GAA850 act	-1.2	0.3	0.3	-0.3	2.6	-1.6	2.1	0.8
KLK7 zymogen act	0.5	-0.4	0.2	0.2	-1.0	0.0	0.6	-0.3

(9) CC(=O)Cc1nsc(NC(=O)c2cc(-c3ccc(Cl)c(Cl)c3)oc2C)n1
(10) CC(=O)Nc1ccc(NC(=O)COC(=O)c2n[nH]c3ccccc23)cc1
(11) COc1ccc(CCNC(=O)c2cc(S(=O)(=O)N(C)c3ccccc3)ccc2Cl)cc1
(12) Cc1cc2c(cc1S(=O)(=O)Nc1cccc(C)c1C)OCC(=O)N2
(13) Fc1ccccc1NC(=S)N(CCCN1CCOCC1)Cc1cccnc1
(14) Cc1nnc(SCC(=O)N2CCN(C(=O)c3ccco3)CC2)n1-c1ccccc1
(15) COC(=O)[C@]1(Cc2ccccc2)N[C@H](CN(C)C(=O)COc2ccccc2)[C@@H]2C(=O)N(C)C(=O)[C@@H]21
(16) O=C(NCc1cccnc1)c1cc(C(=O)NCc2cccnc2)cc([N+](=O)[O-])c1

Screen / compound no.	9	10	11	12	13	14	15	16
rCAG binder	3	5	4	3	-4	-2	0	0
ADAM10 inh	1	-7	-2	-6	-2	0	4	-6
DDE Tn6 FP inh	5	2	-6	8	4	-13	3	-3
GC-A act	3	-4	-5	4	5	-2	3	-1
ASAP1 inh	21	2	-13	13	-11	-1	11	5
NPR2 activator	2	1	-6	3	-1	-2	-7	-1
ARFGAP1 inh	-3	2	15	-5	-6	15	-8	-5
HGIII-sPLA2 inh	-7	-11	-3	-5	0	2	4	-4
FXN GAA850 act	-1.1	0.2	1.1	-1.5	-0.7	2.8	-2.2	0.4
KLK7 zymogen act	-0.1	0.8	-0.1	-0.3	0.2	0.2	-0.1	-0.1

(17) CC(C)C[C@H]1CN(CCCC[C@@H]2CNC(=O)C(=O)N2CC2CCCCC2)C(=O)C(=O)N1Cc1ccccc1
(18) Nc1ccc(Oc2ncccn2)c(Cl)c1
(19) COc1ccc(-c2nc(SC)n(C)c(=O)c2C#N)cc1OC
(20) Cc1ccc(C)c(NC(=O)CCn2nc(C)cc2C)c1
(21) CCN(CC)S(=O)(=O)c1ccc(C)c(NC(=O)Cn2cnc3cc([N+](=O)[O-])ccc3c2=O)c1
(22) CCn1nc(C)c(CNC(=O)CCc2nnc(-c3ccc(C(C)=O)s3)o2)c1C
(23) CC(C(=O)Nc1ccc(S(=O)(=O)Nc2ncccn2)cc1)N1C(=O)c2ccccc2S1(=O)=O (stereo not drawn)
(24) CC(=O)OC(C(=O)N1CCN(c2ccccc2F)CC1)c1ccccc1 (stereo not drawn)

Screen / compound no.	17	18	19	20	21	22	23	24
rCAG binder	-3	2	-1	3	18	-5	1	-9
ADAM10 inh	-11	-4	-28	3	2	-4	-9	-6
DDE Tn6 FP inh	3	-6	4	6	5	3	2	-2
GC-A act	1	2	2	-2	1	4	2	-4
ASAP1 inh	1	0	12	2	-4	10	-20	-29
NPR2 activator	-1	0	-4	-6	-7	4	1	-3
ARFGAP1 inh	-2	5	5	3	7	-2	-15	0
HGIII-sPLA2 inh	-10	2	4	4	-9	1	3	-4
FXN GAA850 act	.	1.1	0.7	-0.5	2.5	1.3	1.0	0.6
KLK7 zymogen act	0.1	0.3	0.9	0.8	0.1	0.3	0.1	-0.4

(25) NC(=O)c1ccsc1NC(=O)COC(=O)c1cc(Cl)ccc1O
(26) CC(C)(C)c1ccc(/C=N/NC(=O)C[n+]2ccccc2)cc1
(27) O=C1c2ccccc2-c2c1c1ccccc1c(=O)n2CCO
(28) O=C(CN1CCN(c2ccc(O)cc2)CC1)Nc1ccc2c(c1)OCCCO2
(29) CCCc1cc(=O)[nH]c(SCC(=O)c2c(C)[nH]c3ccccc23)n1
(30) Cc1cccc2sc(NC(=O)C3CCN(S(=O)(=O)c4cc([N+](=O)[O-])ccc4Cl)CC3)nc12
(31) COc1ccc(NS(=O)(=O)c2cccc(C(=O)N/N=C(\C)c3ccc(-n4ccnc4)cc3)c2)cc1
(32) Cc1ccc(-c2nc3c4ccccc4ccn3c2CC2CCCCC2)cc1

Screen / compound no.	25	26	27	28	29	30	31	32
rCAG binder	11	3	4	17	7	24	5	7
ADAM10 inh	-43	-1	7	3	4	20*	4	-24
DDE Tn6 FP inh	-5	-6	1	-4	0	2	6	-13
GC-A act	-17	2	1	1	-3	3	-3	4
ASAP1 inh	7	3	-5	-3	-5	-6	10	-5
NPR2 activator	-8	6	-3	1	-7	-3	-4	9
ARFGAP1 inh	2	11	6	-27	0	-9	9	1
HGIII-sPLA2 inh	6	-25	4	-10	-11	-10	-9	12
FXN GAA850 act	0.2	0.8	6.3	-1.1	3.8	-1.1	2.8	.
KLK7 zymogen act	76*	0.4	0.5	0.3	-0.1	0.4	0.0	-1.4

Two of the compounds above, bar-delimited:
nr | SMILES | rCAG binder | ADAM10 inh | DDE Tn6 FP inh | GC-A act | ASAP1 inh | NPR2 activator | ARFGAP1 inh | HGIII-sPLA2 inh | FXN GAA850 act | KLK7 zymogen act
20 | Cc1ccc(C)c(NC(=O)CCn2nc(C)cc2C)c1 | 3 | 3 | 6 | -2 | 2 | -6 | 3 | 4 | -0.5 | 0.8
12 | Cc1cc2c(cc1S(=O)(=O)Nc1cccc(C)c1C)OCC(=O)N2 | 3 | -6 | 8 | 4 | 13 | 3 | -5 | -5 | -1.5 | -0.3

The list continues:
(33) CCOC(=O)C1C(=O)NC(N2CCOCC2)=NC1C(C)C (stereo not drawn)
(34) NC(=O)c1ccsc1NC(=O)COC(=O)CCOc1ccccc1
(35) CN(C1CC(C)(C)N(O)C(C)(C)C1)S(=O)(=O)CC12CCC(CC1=O)C2(C)C (stereo not drawn)
(36) O=C(CN1C(=O)c2ccccc2C1=O)N1CCN(C(=O)c2ccco2)CC1
(37) Cc1ccc(NS(=O)(=O)c2cccc(C(=O)N3CCOCC3)c2)cc1
(38) CCOC(=O)c1c(NC(=O)c2ccccc2C)sc2c1CC(C)(C)OC2
(39) COC(=O)c1sc2ncccc2c1OCc1cccc(Cl)c1
(40) Cc1[nH]c2ccccc2c1CC(=O)O

Screen / compound no.	33	34	35	36	37	38	39	40
rCAG binder	3	3	-8	-2	2	-3	7	1
ADAM10 inh	-1	-1	2	-1	6	-9	-10	-31
DDE Tn6 FP inh	-8	-10	-7	13	-9	0	-8	5
GC-A act	-3	-1	-1	1	3	-3	-5	2
ASAP1 inh	-5	-9	6	-11	2	-3	-18	7
NPR2 activator	1	-3	0	2	1	2	0	5
ARFGAP1 inh	7	2	1	-3	-1	-2	-1	-6
HGIII-sPLA2 inh	3	0	-5	3	-1	3	7	2
FXN GAA850 act	-1.6	-2.7	-0.4	2.9	-2.0	0.3	-0.9	0.9
KLK7 zymogen act	0.1	0.1	0.1	1.0	0.3	0.8	-0.6	-8.0

(41) O=C(NCC(=O)N1CCCC1)NN=Cc1ccccc1O
(42) COc1ccc(CCNC(=O)CN2C(=O)c3ccccc3S2(=O)=O)cc1
(43) Cc1ccc(-c2nc(CS(=O)CC(=O)NCc3ccco3)c(C)o2)cc1 (stereo not drawn)
(44) O=C(OCC(=O)N1CCN(c2ccccc2)CC1)c1cc(F)c(F)cc1Cl
(45) CCOC(=O)c1cncc(O)c1
(46) COc1ccc(S(=O)(=O)N2CCCCCC2)cc1C(=O)OCC(=O)NCC(C)C
(47) CC(C)CC(=O)Nc1nnc(S(=O)(=O)Nc2ccccc2)s1
(48) FC(F)(F)c1cccc(Cn2cnc(NC(=S)NCCc3ccccc3)n2)c1

Screen / compound no.	41	42	43	44	45	46	47	48
rCAG binder	2	-2	1	-1	-3	-2	8	1
ADAM10 inh	-69	-2	-7	3	1	2	-3	3
DDE Tn6 FP inh	4	-2	5	-4	0	-2	-1	-1
GC-A act	2	2	5	-1	5	-1	0	-9
ASAP1 inh	0	-3	0	14	-5	12	-8	-2
NPR2 activator	-2	0	4	-1	2	5	4	-1
ARFGAP1 inh	-5	8	7	16	-3	6	-12	11
HGIII-sPLA2 inh	-3	5	-1	-6	18	-4	-4	5
FXN GAA850 act	.	2.0	-0.3	-1.5	0.0	-0.8	1.0	0.7
KLK7 zymogen act	-67	0.2	-0.2	0.3	-0.1	-0.1	-0.3	-0.3

(49) COc1ccc(C2(C(=O)NCCCN(C)C)CCOCC2)cc1
(50) COc1cc(C(=O)NCCNC(=O)c2ccco2)cc(OC)c1OC
(51) O=C(Nc1cccnc1Cl)c1noc2c1CCc1ccccc1-2
(52) CCc1ccc(NC(=O)C(=S)NC2CCCCC2)cc1

Screen / compound no.	49	50	51	52
rCAG binder	0	46*	-1	2
ADAM10 inh	-7	-27	-3	0
DDE Tn6 FP inh	1	-8	-3	-5
GC-A act	1	-3	-5	-6
ASAP1 inh	2	3	-5	8
NPR2 activator	1	-6	-11	8
ARFGAP1 inh	-13	-8	5	1
HGIII-sPLA2 inh	-1	7	10	-5
FXN GAA850 act	0.7	1.5	5.6	7.5
KLK7 zymogen act	-0.4	2.2	-0.3	-0.1

Records listed so far marked active in KLK7 zymogen act:
item	SMILES	ADAM10 inh	DDE Tn6 FP inh	GC-A act	ASAP1 inh	NPR2 activator	ARFGAP1 inh	HGIII-sPLA2 inh	FXN GAA850 act	KLK7 zymogen act
25	NC(=O)c1ccsc1NC(=O)COC(=O)c1cc(Cl)ccc1O	-43	-5	-17	7	-8	2	6	0.2	76*
